hiPSC survival: increases survival of single human iPS cells. hiPSC single-cell survival, ATPlite luminescence; 100% = ROCK inhibitor wells, 0% = DMSO. survival enhancement, % at 20 µM. 360,000 tested, 0.044% active. AID 602274; in the data active = survival enhancement above about 18%;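 also: cells exposed to compounds for 16 hours before the ATP read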
CaV13 FRET inh: Disruptors of the CACNA1D IQ motif to Ca2+-dependent inactivation inhibitor domain association, primary screening, Förster resonance energy transfer in intact living …; HEK cells, CFP/YFP FRET ICDI-IQ, plate reader, 10 min; percent FRET-ratio fall versus neutral wells; inhibition, % at 12.3 µM; 340,000 tested, 0.098% active; AID 743397;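 active = mean replicate inhibition of at least 30% and at least 1% of replicates passing that level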;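 also: 0% = median of the neutral control wells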
aDG glyco act: alpha-DG glycosylation activation | Pro5-aDG cells, alpha-DG glycosylation AlphaScreen (IIH6); 0% Pro5, 100% B10-LARGE cell signal | activation, % at 10 µM | 360,000 tested, 0.22% active;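 active = activation of at least 8% versus controls, or a plate z-score of at least 8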;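 also: Pro5 are CHO cells carrying HIG-tagged alpha-DG that lacks glycosylation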
TRPM1 prom inh: reduces MITF-dependent TRPM1 promoter luciferase signal. SK-MEL-5 TRPM1 promoter luciferase, 24 h. inhibition, % at 12.5 µM. 330,000 tested, 0.83% active;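 active = mean inhibition across replicates of 60% or more, whatever share of single replicates reaches that level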; also: values of inactives mirror those of a sister screen read the other way
HIF-2a block: HIF-2a inhibition. inhibition, % at 18.8 µM. 360,000 tested, 0.72% active. 786-0 RCC cells HIF-2a reporter, luciferase luminescence, overnight. AID 624352;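 active = inhibition of the luminescence signal of 40% or more relative to plate controls, in a single-dose primary screen at 18.75 µM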
Vif imaging: HIV Vif inhibition | AID 602346 | inhibition, % at 7.49 µM | HEK293T cells, Vif self-association by quenched fluorescence, imaging, 24 h | 340,000 tested, 0.35% active; in the data active = inhibition above about 50%, passing the limit was not always enough; also: some results filed as inactive read as strong as hits
Exocytosis inh: blocks lytic granule exocytosis | TALL-104 LAMP-1 surface exposure, flow cytometry; cells stimulated with thapsigargin and PMA | inhibition, % at 10 µM | 360,000 tested, 0.66% active;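 active = inhibition above about 55%, limit read from the data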
Peg3 promoter: Peg3 promoter activity inhibition. HeLa PEG-Prom luciferase reporter, luminescence, overnight. inhibition, % at 20 µM. 360,000 tested, 1.7% active;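 active = inhibition of at least 50% at 20 µM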
PDI turbidity: blocks human protein disulfide isomerase activity. P07237. PDI insulin aggregation turbidity, A650, 90 min. AID 588391. 350,000 tested, 0.052% active. inhibition, % at 10 µM;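 active = mean inhibition across replicates of 30% or more, whatever share of single replicates reach that level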;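 also: absorbance from insulin aggregation driven by PDI reduction with DTT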
Target sequence (P07237 whole entry, looked up): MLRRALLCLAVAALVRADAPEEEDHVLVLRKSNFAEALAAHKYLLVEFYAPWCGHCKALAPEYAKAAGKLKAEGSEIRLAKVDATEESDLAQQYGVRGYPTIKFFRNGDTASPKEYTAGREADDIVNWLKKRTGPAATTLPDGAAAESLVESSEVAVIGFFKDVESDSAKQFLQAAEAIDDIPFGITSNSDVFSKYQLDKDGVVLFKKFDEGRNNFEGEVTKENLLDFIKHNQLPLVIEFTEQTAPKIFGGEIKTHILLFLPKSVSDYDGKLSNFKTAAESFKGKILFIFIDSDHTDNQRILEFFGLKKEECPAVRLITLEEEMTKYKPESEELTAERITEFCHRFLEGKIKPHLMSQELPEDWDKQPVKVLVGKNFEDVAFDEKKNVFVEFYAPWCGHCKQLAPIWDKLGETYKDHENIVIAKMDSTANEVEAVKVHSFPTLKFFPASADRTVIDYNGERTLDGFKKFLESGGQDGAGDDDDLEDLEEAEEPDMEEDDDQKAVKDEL
NR2E3 ag-1: NR2E3 (human) agonism. Q9Y5X4. GST-NR2E3/biotin-RetCOR TR-FRET, 1536-well. inhibition of corepressor binding, % at 4.78 µM. 320,000 tested, 0.12% active. AID 2300;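 active = percent inhibition above the cutoff of mean plus 3 SD of all tested compounds, set per screening campaign, cut at about 20% in these data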;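 also: 0% = DMSO wells and 100% = biotin wells as full block of FRET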
Target sequence (Q9Y5X4 whole entry, looked up): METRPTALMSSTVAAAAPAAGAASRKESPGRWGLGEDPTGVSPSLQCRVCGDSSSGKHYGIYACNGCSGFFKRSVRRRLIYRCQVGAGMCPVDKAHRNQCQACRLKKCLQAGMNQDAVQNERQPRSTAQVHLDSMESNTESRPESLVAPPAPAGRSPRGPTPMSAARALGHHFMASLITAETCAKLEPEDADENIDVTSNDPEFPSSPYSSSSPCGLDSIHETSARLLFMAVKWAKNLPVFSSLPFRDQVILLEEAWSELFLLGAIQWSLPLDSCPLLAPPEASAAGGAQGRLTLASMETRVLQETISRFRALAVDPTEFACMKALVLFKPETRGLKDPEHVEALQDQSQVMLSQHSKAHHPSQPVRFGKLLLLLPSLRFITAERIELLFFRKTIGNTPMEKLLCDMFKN
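System: GST-NR2E3 and biotin-RetCOR proteins; probe or stimulus: 7 nM biotin-RetCOR; doses: compound at 4.8 µM, single dose; schedule: Compound–protein incubation for 5 h at 4 °C; detection: time-resolved FRET; read-out: percent inhibition; controls: biotin wells as high control, 0.6% DMSO wells as low control; format: 1536-well plates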
NR2E3 ag-2: agonists of human NR2E3 nuclear receptor. CHO-S Gal4-NCOR/VP16-NR2E3 two-hybrid, luciferase. 360,000 tested, 0.35% active. inhibition of corepressor binding, % at 3.98 µM. Q9Y5X4. AID 602229;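 active = inhibition above the mean of all tested compounds plus 3 SD, cut at about 70% in these data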;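 also: 0% = DMSO with NR2E3 transfected cells and 100% = cells lacking NR2E3 construct; higher means lower luciferase signal from less NR2E3 corepressor binding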
The depositor's hits bear a star; . = not tested or not shown.

SMILES | hiPSC survival | CaV13 FRET inh | aDG glyco act | TRPM1 prom inh | HIF-2a block | Vif imaging | Exocytosis inh | Peg3 promoter | PDI turbidity | NR2E3 ag-1 | NR2E3 ag-2
COc1ccc(CCN2C(=O)CC(C(C)c3ccccc3)C2=O)cc1OC (stereo unspecified) | 0.5 | -5 | 0.1 | -2 | 15 | -7 | 40 | 11 | 2 | 4 | -12
CCSC1=C(C#N)C(=O)n2c1cc1c2CCCC1 | 1.3 | -6 | 0.0 | 27 | -14 | -2 | 2 | 27 | -7 | 0 | -39
CNC(=O)c1[nH]cnc1C(=O)Nc1cccc(Cl)c1 | -3.0 | -5 | -0.1 | -21 | -94 | 15 | -9 | -151 | -7 | -1 | -11
COc1cccc(C(=O)Oc2cc(C)[nH]c(=O)c2[N+](=O)[O-])c1 | 7.9 | -6 | 0.0 | 5 | 15 | 3 | -2 | -16 | 1 | -1 | -7
COCC1CCCN(Cc2cn(-c3ccccc3)nc2-c2ccc3c(c2)OCO3)C1 (stereo unspecified) | 0.7 | -6 | -0.1 | -6 | 6 | -2 | 10 | -7 | 9 | 2 | 5
Cc1ccc(-c2c(C(=O)N(C)Cc3ccccc3)oc(=O)c3ccccc23)cc1 | 6.4 | -3 | -0.1 | -4 | 8 | -4 | 11 | 14 | -4 | -4 | -6
Cc1sc2ncn(CC(=O)NCc3ccco3)c(=O)c2c1-c1ccc(F)cc1 | 3.1 | -4 | 0.0 | -6 | 7 | -1 | -3 | 12 | 12 | 1 | 0
COc1cc(/C=C2\C(=O)N(c3ccc(S(N)(=O)=O)cc3)N=C2C)ccc1OC(=O)c1ccco1 | -2.4 | 2 | 0.3 | 4 | 4 | 2 | 6 | 2 | -6 | 6 | 10
COC(=O)CSc1ccc(S(=O)(=O)N2CCC(C)CC2)cc1[N+](=O)[O-] | 0.4 | -7 | 0.4 | -24 | 14 | 8 | -3 | -4 | -2 | 1 | 15
COc1ccccc1P(=O)(c1ccccc1)c1ccccc1 | 0.0 | 7 | -0.1 | -4 | 11 | 3 | 0 | 1 | 6 | 1 | -21
CC1(C(=O)Nc2cccc3ccccc23)CC1(Br)Br (stereo unspecified) | 0.2 | -3 | 0.2 | 53 | -3 | -3 | 14 | -4 | -3 | 0 | -41
CCCN1CNC(=S)N(c2ccccc2OC)C1 | -1.0 | -6 | 0.3 | -1 | -4 | 3 | 1 | 4 | -2 | -1 | 7
O=C(Nc1ccn(C2CCC(CO)O2)c(=O)n1)c1ccccc1 (stereo unspecified) | 1.8 | -5 | 0.0 | . | -23 | -1 | -3 | -15 | . | . | -1
CCC(=O)N(C)CCc1cc2c(c(OC)c1/C=N/NC(=O)c1ccc(Br)cc1)OCO2 | -2.8 | -6 | 0.0 | -8 | -5 | -1 | 9 | -3 | 2 | 0 | 19
COc1cc(/C=N/NC(=O)c2ccncc2)ccc1OC(C)=O | 0.0 | -18 | 0.0 | -12 | 12 | 3 | 14 | 1 | 3 | 0 | 0
O=C(COC(=O)CCc1ccc(S(=O)(=O)N2CCOCC2)cc1)NC1CCCCCC1 | 2.0 | -4 | 0.0 | -1 | 9 | . | 4 | 2 | 10 | 3 | -14
CN(C)CCOCCOc1ccccc1-c1ccccc1 | 0.4 | -5 | 3.7 | 4 | 7 | -10 | 0 | 4 | 3 | 2 | -16
CCOC(=O)CN(C)C(=O)CCc1nnc(-c2ccc(-c3ccccc3)cc2)o1 | 0.8 | -19 | 0.0 | -2 | -6 | 8 | 8 | -88 | -10 | 3 | -44
N=c1c(C(=O)NC2CCCC2)cc2c(=O)n3ccccc3nc2n1C1CCCCC1 | 0.2 | 16 | 1.4 | -13 | 19 | 0 | -7 | -19 | 4 | -1 | -17
CC(OC(=O)c1cccc(-n2cnnn2)c1)C(=O)NCc1ccccc1 (stereo unspecified) | -0.3 | -6 | 0.1 | 3 | 12 | -9 | 8 | 5 | 5 | 2 | -22
CC(C)CC(c1nnnn1CC1CCCO1)N1CCN(Cc2ccc3c(c2)OCO3)CC1 (stereo unspecified) | -0.1 | -3 | 0.1 | 2 | -2 | 3 | 0 | 8 | 2 | 5 | -2
C=CCn1c(N)cc(=O)nc1SCC(=O)N1CCN(c2ccc(F)cc2)CC1 | 1.4 | -9 | -0.2 | 16 | 3 | . | -2 | 19 | -4 | -2 | -2
CC(C)(C)c1ccc(C(=O)Nc2ncn[nH]2)cc1 | -0.6 | -7 | 0.0 | -27 | -149 | -10 | -4 | -127 | 8 | 3 | -94
CCn1c(SCC(=O)c2c(N)n(C3CC3)c(=O)[nH]c2=O)nnc1-c1ccoc1C | -0.1 | -6 | -0.2 | -2 | 11 | 33 | -1 | 13 | 5 | 2 | -7
C/C(CC(=O)Nc1ccc(C)c(Cl)c1)=N\NC(=O)c1ccco1 | -1.6 | 0 | -0.4 | 5 | -6 | -8 | 2 | 6 | 11 | 2 | -126
O=[N+]([O-])c1cccc(-c2ccc(/C=N/NC(=S)Nc3cccc(F)c3)o2)c1 | 0.0 | -2 | -0.2 | 0 | -3 | -3 | -5 | -1 | 7 | -1 | 12
CC(=O)Nc1cc(-c2cccc(C(=O)N(C)C)c2)cn2c(-c3ccc(F)cc3)cnc12 | -0.3 | -6 | 0.4 | . | 12 | -6 | -10 | -7 | 11 | . | -23
O=C(NNC(=S)NC1CCCCC1)c1cccc(S(=O)(=O)Nc2ccccc2Cl)c1 | -1.3 | -2 | 0.2 | 7 | 19 | -4 | 4 | 11 | 26 | 2 | -6
CC(=O)Nc1ccc(OC(=O)C(CCS(C)(=O)=O)N2C(=O)c3ccccc3C2=O)cc1 (stereo unspecified) | 3.7 | . | 0.3 | -3 | 16 | . | -2 | 0 | 0 | 2 | 6
COc1ccc(/C=N/n2c(=O)[nH]c3c([nH]c4ccc(F)cc43)c2=O)cc1CN1CCCCC1 | 0.5 | -2 | -0.1 | -2 | 22 | 19 | -9 | -2 | 9 | -1 | -11

The list goes on; it opens with the 4 that closed the last part.
SMILES | hiPSC survival | CaV13 FRET inh | aDG glyco act | TRPM1 prom inh | HIF-2a block | Vif imaging | Exocytosis inh | Peg3 promoter | PDI turbidity | NR2E3 ag-1 | NR2E3 ag-2
CC(=O)Nc1cc(-c2cccc(C(=O)N(C)C)c2)cn2c(-c3ccc(F)cc3)cnc12 | -0.3 | -6 | 0.4 | . | 12 | -6 | -10 | -7 | 11 | . | -23
O=C(NNC(=S)NC1CCCCC1)c1cccc(S(=O)(=O)Nc2ccccc2Cl)c1 | -1.3 | -2 | 0.2 | 7 | 19 | -4 | 4 | 11 | 26 | 2 | -6
CC(=O)Nc1ccc(OC(=O)C(CCS(C)(=O)=O)N2C(=O)c3ccccc3C2=O)cc1 (stereo unspecified) | 3.7 | . | 0.3 | -3 | 16 | . | -2 | 0 | 0 | 2 | 6
COc1ccc(/C=N/n2c(=O)[nH]c3c([nH]c4ccc(F)cc43)c2=O)cc1CN1CCCCC1 | 0.5 | -2 | -0.1 | -2 | 22 | 19 | -9 | -2 | 9 | -1 | -11
CC1(C)C(c2cccs2)=[N+]([O-])C2(CCCCC/C2=N\O)N1O (stereo unspecified) | 0.6 | -5 | -0.3 | 0 | 4 | 1 | -1 | 1 | -6 | 1 | -23
Cc1cc(O)c(C(C)C)cc1NC(=O)c1ccccc1Cl | 1.5 | -4 | -0.3 | 4 | 1 | -14 | -4 | 1 | 0 | -3 | -15
Cc1ccnc(NC(=O)c2cnc(Cl)c(Cl)c2)c1 | -0.4 | -6 | 0.5 | -35 | -110 | 9 | -5 | -65 | 15 | 1 | -32
Cc1ccc(S(=O)(=O)N2CCCCC2)cc1NC(=O)CN1CCCC1c1cccs1 (stereo unspecified) | 0.5 | -11 | -0.1 | . | 3 | . | 20 | -2 | -1 | . | -13
CCOc1ccc(S(=O)(=O)NCCC(=O)OCC(=O)c2ccc[nH]2)cc1 | -1.1 | -7 | 0.2 | 9 | 16 | 9 | 1 | 13 | -1 | 2 | 0
CC(C(=O)Nc1ccccc1C(=O)O)n1c(C(F)(F)F)nc2ccccc21 (stereo unspecified) | 0.7 | -3 | 0.6 | 10 | 12 | 4 | 1 | 3 | -5 | 2 | -3
O=C(c1ccccc1Cl)N1CCC(O)(c2cccnc2)CC1 | -0.6 | -2 | 0.2 | 2 | 13 | -1 | -1 | 0 | -12 | 3 | -11
C=C(C)C(=O)Nc1cccc(C2=NOC3(C2)C[C@@H](C(N)=O)N(C(=O)C(=C)C)C3)c1 (stereo partly specified) | -1.8 | 4 | 0.0 | 6 | 0 | -2 | -5 | 17 | -3 | -21 | 14
COc1cccc(Cn2c3ccc(NC(=O)CC(C)C(F)(F)F)cc3c(=O)n2C)c1 (stereo unspecified) | 2.2 | -5 | 0.7 | . | -11 | -9 | -4 | 1 | 3 | . | 14
CCOC(=O)CSc1nc2cc(OC)ccc2cc1C#N | -3.9 | -4 | 0.3 | -167 | -287 | 3 | -1 | -269 | -5 | -1 | -150
O=C(N/N=C/c1ccc(O)cc1)c1cc(-c2ccc3c(c2)OCO3)n[nH]1 | -1.1 | -5 | -0.3 | -3 | -31 | -10 | 0 | -28 | -5 | 3 | -21
CC(C)N(c1nnc(N)s1)C(C)C | -0.1 | -4 | 4.4 | 8 | -1 | 2 | -2 | 15 | -1 | 0 | 6
Cc1cc(C)c(N=C2CCCN2Cc2ccccc2)c(C#N)c1 | 6.3 | -7 | 0.3 | 7 | -2 | 1 | -7 | 19 | -16 | 5 | -4
CCCN1C(=O)c2ccccc2NC1c1ccc(O)c(OCC)c1 (stereo unspecified) | -0.3 | -4 | 0.2 | 1 | 12 | -10 | -14 | 2 | -8 | -3 | -10
COc1ccc(NC(=O)NNC(=O)c2ccccc2-n2cccc2)cc1OC | 0.3 | 4 | 0.2 | -2 | 12 | 8 | 4 | -1 | -4 | -1 | -2
O=C(COC(=O)c1ccc2ccccc2c1)NCCCc1ccccc1 | 1.1 | -4 | -0.3 | 0 | 17 | -6 | -1 | 11 | -6 | 0 | -8
Cc1cccc(NC(=O)CCc2ccccc2)c1C | 0.5 | -5 | 0.0 | -7 | -5 | 1 | 0 | -17 | -5 | 5 | 4
Cc1nnc(NC(=O)CCS(=O)(=O)Cc2ccccc2)s1 | -0.5 | -2 | 0.4 | 2 | -7 | 14 | -2 | -21 | -3 | 0 | 8
NC(=O)CC(NC(=O)c1ccc(Cl)cc1)C(=O)NCCc1ccc(S(N)(=O)=O)cc1 (stereo unspecified) | -0.2 | -7 | 0.0 | -10 | -1 | 1 | -11 | -14 | 3 | 4 | -29
CC1CN(C(=O)c2ccc(CNS(=O)(=O)c3cccc(C(F)(F)F)c3)cc2)CC(C)O1 (stereo unspecified) | 0.5 | -4 | -0.1 | 6 | -1 | 7 | -2 | 4 | 2 | 0 | 7
CN1CCN(CC(=O)Nc2ccc(OC(F)(F)F)cc2)CC1 | -0.1 | -4 | 0.4 | -2 | 10 | -11 | 7 | 22 | 1 | 2 | -27
COc1ccc(CNC(=O)C2(C)Cc3c(-c4ccccc4)ccnc3O2)cc1OC (stereo unspecified) | 2.3 | -7 | 0.3 | . | 13 | 0 | -1 | 7 | 10 | . | -17
O=C(Cn1ccc(=O)[nH]c1=O)Nc1ccc(O)c([N+](=O)[O-])c1 | 0.6 | -6 | -0.2 | 9 | 1 | -6 | -8 | 15 | -2 | . | -4

Bioassay records: PubChem BioAssay, several laboratories
